inhibitors of VEEV: inhibitors of VEEV TC-83 cytopathic effect, confirmation, Vero cells (AID 588727). Vero cells, VEEV TC-83 cytopathic effect inhibition; higher % means a stronger effect. inhibition, % at 20 µM, or IC50 in µM where a hit was titrated. 0.13% of 350,000 active; in the data active = a potency from the dose series; inconclusive = inhibition mostly from about 14% at the one dose, without a potency; inactive = the rest, 99 in 100 with inhibition below about 12%; also: strong numbers were not always called active
M. tuberculosis: growth inhibition of non-replicating M. tuberculosis (AID 488890). Mycobacterium tuberculosis non-replicating, growth inhibition; higher % means a stronger effect. inhibition, % at 25 µM; hits with a dose series show IC50 in µM. 0.39% of 320,000 active; in the data active = a potency from the dose series; inconclusive = inhibition mostly from about 82% at the one dose, without a potency; inactive = the rest, 99 in 100 with inhibition below about 76%;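 also: plate controls were DMSO cells for no effect and high antibiotic wells for full effect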
M. tuberculosis HTS: M. tuberculosis growth inhibition, HTS (AID 449762); M. tuberculosis H37Rv growth inhibition, 7H9 media; higher % means a stronger effect; inhibition, % at 25 µM; hits with a dose series show IC50 in µM; 0.59% of 330,000 active; in the data active = a potency from the dose series; inconclusive = inhibition above about 70% without an active follow-up result;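 also: bacterial growth assessed after seven days of incubation; strong numbers were not always called active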
H1N1 NS1A inhibition: H1N1 influenza NS1A inhibitors, functional cell based assay (AID 504329); NS1A functional cell-based assay, percent inhibition; higher % means a stronger effect; one-dose inhibition, % at 12.5 µM; IC50 in µM for titrated hits; 0.3% of 340,000 active; in the data active = a potency from the dose series; inconclusive = inhibition above about 27% without an active follow-up result; also: strong numbers were not always called active
PhoP GFP inhibition: Inhibition of PhoP regulon, Salmonella typhi GFP reporter cells, confirmation, 4 h (AID 1850). inhibition, % at 50 µM, or IC50 in µM where a hit was titrated. Salmonella Typhi PhoP-promoter GFP reporter, fluorescence, 4 h; higher % means a stronger effect. 0.33% of 310,000 active; in the data active = a potency from the dose series; inconclusive = inhibition mostly from about 25% at the one dose, without a potency; inactive = the rest, 99 in 100 with inhibition below about 19%;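 also: 0% = induced wells with vehicle and 100% = uninduced wells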
inhibitors of VEEV 10K pilot screen: further read-out of inhibitors of VEEV, marked with its call; inhibition, %; measured here: 10K pilot screen inhibition
The depositor's hits bear a star; i = inactive; ? = inconclusive; . = not tested or not shown.

SMILES	inhibitors of VEEV	M. tuberculosis	M. tuberculosis HTS	H1N1 NS1A inhibition	PhoP GFP inhibition	others
NNC(=O)CNC(c1ccccc1)c1cc(Br)ccc1N (stereo not given)	i	-2%	4%	-15%	13%
Cc1ccc(OCC(=O)NC2CCS(=O)(=O)C2)c([N+](=O)[O-])n1 (stereo not given)	1.0%	-22%	11%	-4%	0%
Cc1ccc(NS(=O)(=O)c2cc([N+](=O)[O-])ccc2N/N=C/c2sc(N3CCOCC3)nc2-c2ccccc2)c(C)c1	i	-15%	4%	-31%	-7%
COc1ccc(C(C)=O)cc1COC(=O)CCNS(=O)(=O)c1ccc(C)c(C)c1	3.9%	22%	2%	-1%	-5%
OCc1ccc(-c2nn(Cc3ccccc3)c3ccccc23)o1	2.6%	13%	10%	5%	-18%
COc1ccc(C)cc1N(C(=O)COc1cccc(F)c1)c1nc2ccccc2s1	0.9%	-2%	-1%	-2%	-26%
Cc1ccc(NS(=O)(=O)c2ccc3c(c2)NC(=O)C(C)C(=O)N3)c(Br)c1 (stereo not given)	1.5%	1%	-9%	0%	-1%
CN(C(=O)CSc1nnc(-c2ccccc2F)o1)c1ccccc1	9.9%	6%	1%	-4%	2%
CN(Cc1ccccc1)c1nc(N)c([N+](=O)[O-])c(NCc2ccccc2)n1	2.5%	24%	4%	1%	-7%	inhibitors of VEEV 10K pilot screen=3.7
CC(=O)Nc1ccc2c(c1)C(=O)c1cccc(C(=O)O)c1-2	2.3%	.	.	-26%	.
CCN1CCN(C(=O)/C=C/c2ccc([N+](=O)[O-])cc2)CC1	i	-5%	-3%	-4%	10%
CCOC(=O)c1ccc(NC(=O)CC2OCCN(CC)C2=O)cc1 (stereo not given)	0.3%	20%	66%	-2%	1%

Copied from the listing (4 entries):
SMILES	inhibitors of VEEV	M. tuberculosis	M. tuberculosis HTS	H1N1 NS1A inhibition	PhoP GFP inhibition	others
NNC(=O)CNC(c1ccccc1)c1cc(Br)ccc1N (stereo not given)	i	-2%	4%	-15%	13%
Cc1ccc(OCC(=O)NC2CCS(=O)(=O)C2)c([N+](=O)[O-])n1 (stereo not given)	1.0%	-22%	11%	-4%	0%
Cc1ccc(NS(=O)(=O)c2cc([N+](=O)[O-])ccc2N/N=C/c2sc(N3CCOCC3)nc2-c2ccccc2)c(C)c1	i	-15%	4%	-31%	-7%
COc1ccc(C(C)=O)cc1COC(=O)CCNS(=O)(=O)c1ccc(C)c(C)c1	3.9%	22%	2%	-1%	-5%

Back to the main list, starting 2 compounds before the break.
SMILES	inhibitors of VEEV	M. tuberculosis	M. tuberculosis HTS	H1N1 NS1A inhibition	PhoP GFP inhibition	others
CCN1CCN(C(=O)/C=C/c2ccc([N+](=O)[O-])cc2)CC1	i	-5%	-3%	-4%	10%
CCOC(=O)c1ccc(NC(=O)CC2OCCN(CC)C2=O)cc1 (stereo not given)	0.3%	20%	66%	-2%	1%
CC(=O)c1ccc(OCc2cc(C(=O)NC3CCCCC3)no2)cc1	1.2%	0%	-9%	5%	-6%
O=c1[nH]c2ccccc2cc1-c1nnn(-c2ccc(Cl)c(Cl)c2)n1	0.3%	1%	4%	-7%	-1%	inhibitors of VEEV 10K pilot screen=1.2
O=C(CCNC(=O)c1ccccc1)NCC1CCCCC1	0.8%	-5%	-4%	5%	12%
CC(=O)c1ccc(OC(=O)CCNC(=O)c2ccccc2)cc1	0.8%	6%	7%	-5%	.
CC(C)CCn1c(CN2CCN(c3cccc(Cl)c3)CC2)nc2c1c(=O)n(C)c(=O)n2C	i	19%	-5%	7%	5%
O=C(NCc1ccco1)c1ccc(Cl)nc1	7.2%	54%	9%	19%	1%
Cc1ccc2c(c1)C(c1ccc([N+](=O)[O-])cc1)=NNC(c1ccc(Br)cc1)=N2	i	-7%	-23%	0%	-7%
O=C(NCc1cccnc1)/C(=C\c1ccc(-c2ccc(Br)cc2)o1)S(=O)(=O)c1ccccc1	6.3%	?	?	23%	11%
CCOC(=O)N/N=C/c1cn(Cc2ccc(F)cc2)c2ccccc12	i	0%	10%	0%	1%
CCCCNC(=O)c1cn(CC)c2ccc(S(=O)(=O)N3CCCC3)cc2c1=O	i	11%	3%	-15%	-18%
CCn1c(NCc2cccc(OC)c2OC)nc2ccccc21	i	-5%	-2%	4%	6%
COc1ccc(C(=O)NCC(=O)N2CC=C(c3ccccc3)CC2)cc1OC	1.2%	16%	3%	-4%	.

Six entries drawn at random from those above:
SMILES	inhibitors of VEEV	M. tuberculosis	M. tuberculosis HTS	H1N1 NS1A inhibition	PhoP GFP inhibition	others
CCn1c(NCc2cccc(OC)c2OC)nc2ccccc21	i	-5%	-2%	4%	6%
O=C(NCc1ccco1)c1ccc(Cl)nc1	7.2%	54%	9%	19%	1%
Cc1ccc2c(c1)C(c1ccc([N+](=O)[O-])cc1)=NNC(c1ccc(Br)cc1)=N2	i	-7%	-23%	0%	-7%
O=C(CCNC(=O)c1ccccc1)NCC1CCCCC1	0.8%	-5%	-4%	5%	12%
CC(=O)c1ccc(OC(=O)CCNC(=O)c2ccccc2)cc1	0.8%	6%	7%	-5%	.
COc1ccc(C(=O)NCC(=O)N2CC=C(c3ccccc3)CC2)cc1OC	1.2%	16%	3%	-4%	.

Next structures:
SMILES	inhibitors of VEEV	M. tuberculosis	M. tuberculosis HTS	H1N1 NS1A inhibition	PhoP GFP inhibition	others
O=C(NC1CC1)C1=C[C@H](C2CCCCC2)C[C@H](OCCCCO)O1	0.4%	16%	6%	5%	0%
CC(C)(C)c1cc(=O)[nH]c(SCc2ccccc2Cl)n1	1.3%	0%	4%	2%	-3%	inhibitors of VEEV 10K pilot screen=1.4
O=C(NC1CCCCCC1)c1c2c(nc3ccccc13)CCN(Cc1ccccc1)C2	6.2%	74%	3%	-3%	-5%
C=Cc1ccc(CSc2cc(C)nc3nc(C)nn23)cc1	0.5%	12%	-1%	-8%	10%
CCOC(=O)c1oc2ccccc2c1COC(=O)CNC(=O)c1ccccc1OC	8.3%	24%	12%	-11%	-9%
COC(=O)c1ccc(Nc2nc3ccc(C)cc3n3cnnc23)cc1	1.3%	-18%	4%	-4%	-14%
C=CCNc1nc(N)c(C(=O)c2ccc3c(c2)OCO3)s1	9.8%	4%	-1%	9%	10%
COc1ccc(CCNC(=O)c2cn3ccc(C)cc3n2)cc1OC	0.6%	4%	0%	-2%	-1%
CCOC(=O)c1ccc(NC(=O)C2CCCN(S(=O)(=O)c3ccc(F)cc3)C2)cc1 (stereo not given)	2.0%	33%	?	5%	4%
COc1ccc(OC)c(NC(=S)Nc2ccccc2)c1	1.5%	21%	-3%	0%	5%
Cc1ccc(C(=O)NCC(=O)OC(C)C(=O)NCCC2=CCCCC2)cc1C (stereo not given)	0.5%	19%	1%	2%	6%
NC(=O)c1ccccc1NC(=O)c1ccccc1S(=O)(=O)c1ccccc1[N+](=O)[O-]	0.5%	1%	9%	-4%	7%

The final two entries of the part above are carried over, then new ones follow.
SMILES	inhibitors of VEEV	M. tuberculosis	M. tuberculosis HTS	H1N1 NS1A inhibition	PhoP GFP inhibition	others
Cc1ccc(C(=O)NCC(=O)OC(C)C(=O)NCCC2=CCCCC2)cc1C (stereo not given)	0.5%	19%	1%	2%	6%
NC(=O)c1ccccc1NC(=O)c1ccccc1S(=O)(=O)c1ccccc1[N+](=O)[O-]	0.5%	1%	9%	-4%	7%
COc1ccccc1CNC(=O)CNC(=O)[C@@H]1Cc2ccccc2CN1	0.1%	9%	7%	-10%	-6%
CCc1nc(C)cn1S(=O)(=O)c1cc(OC)c(C)cc1C	i	5%	2%	5%	9%
COc1ccc(OC)c(S(=O)(=O)N2CCC(C(=O)N(C)Cc3ccccc3)CC2)c1	0.9%	4%	-1%	4%	4%
Oc1ccc(Br)cc1-c1cc(-c2ccccc2F)[nH]n1	3.3%	-2%	58%	-1%	-6%
COc1cccc(NC(=O)CN2CCN(S(=O)(=O)c3ccc(F)cc3)CC2)c1	1.3%	-8%	-11%	7%	-17%
COCCOC(=O)C1=C(N)Oc2c(c(=O)oc3ccccc23)C1c1ccncc1 (stereo not given)	1.0%	8%	4%	0%	13%
COc1cc(C2C(C(=O)C(C)(C)C)=C(O)C(=O)N2Cc2ccccc2)ccc1O (stereo not given)	0.1%	11%	1%	-6%	-2%
O=S(=O)(c1ccccc1)c1nc(-c2cccs2)oc1NCC1CCCO1 (stereo not given)	5.6%	11%	5%	3%	3%
COc1ccccc1NC(=S)NC1CC2CCC1C2 (stereo not given)	1.8%	38%	-8%	-14%	2%
CCN(CC)S(=O)(=O)c1ccc(S(=O)(=O)N2CCCC2)cc1	1.4%	-11%	5%	2%	5%
COc1cc(NC(=O)c2cc3c(CO)cnc(C)c3oc2=Nc2cccc(C(N)=O)c2)cc(OC)c1	1.1%	5%	3%	-2%	4%
CN(C(=O)n1cnc2ccccc21)c1ccccc1	6.1%	-4%	3%	-9%	-4%
O=C(COc1ccccc1)N1CCN(c2ccc([N+](=O)[O-])c(N3CCCCC3)c2)CC1	0.8%	24%	4%	8%	-7%
CC(=O)OCC1OC(n2ncc(=O)n(Cc3ccccc3)c2=O)C(OC(C)=O)C1OC(C)=O (stereo not given)	1.5%	-12%	-2%	2%	-4%
CSc1ccc(/C=N/Nc2ccc(Cl)c(C(=O)O)c2)cc1	i	0%	-2%	6%	5%
CN(Cc1ccccc1)C(=S)NC(=O)c1ccc(-c2ccccc2)cc1	i	-7%	27%	-4%	-4%
Cc1c(C(=O)NN2CCN(C)CC2)cccc1[N+](=O)[O-]	1.0%	-15%	-9%	-9%	-7%
CN(C(=O)c1cc([N+](=O)[O-])ccc1N1CCCC1)C1CCCCC1	1.1%	48%	8%	21%	-7%
CC(=O)c1c(C)[nH]c(C(=O)NCCc2c[nH]c3ccccc23)c1C	2.9%	8%	1%	11%	12%
O=C(NC1CCCCC1)Sc1ccc(Cl)cc1	0.4%	51%	4%	-10%	6%
N#CC(c1ccc(O)cc1)N1CCCCC1 (stereo not given)	4.7%	8%	-13%	-3%	-2%
CCOC(=O)C1(CCOc2ccccc2)CCN(Cc2cccc(O)c2)CC1	i	15%	4%	-2%	-1%
O=C1Nc2ccc(Br)cc2C(c2ccccc2)=NC1O (stereo not given)	1.1%	-5%	-1%	6%	3%
CC(C)(C)OC(=O)[C@H](CCCCN)NC(=O)c1nc[nH]c1C(=O)N[C@@H](CCCCN)C(=O)OC(C)(C)C	0.1%	-2%	-6%	-22%	.
O=C1N=c2ccccc2=C1c1c(O)[nH]c2c(C(F)(F)F)cccc12	2.4%	27%	4%	-4%	-6%
CS(=O)(=O)N(CC(=O)N1CCCC1)c1ccccc1F	i	-9%	-1%	-6%	5%
CC1CN(CC(=O)Nc2ccc(Br)cn2)CC(C)O1 (stereo not given)	i	-13%	-6%	-7%	-6%
O=C(NCCOCCOCCNC(=O)c1ccccc1)c1ccccc1	0.4%	30%	-6%	-6%	-5%
CC1(C)CC2CC(C)(CN2S(=O)(=O)c2cccc(C(=O)OCC(N)=O)c2)C1 (stereo not given)	1.2%	21%	-13%	1%	0%
Nc1nc(NC(=O)C(Cl)(Cl)Cl)nn1-c1ccccc1	0.5%	-6%	9%	14%	-13%

From PubChem BioAssay
